Source: PubChem BioAssay
TLR4 MyD88 comp: inhibitors of TLR4-MyD88 association in cells, primary screen, cell-based, HeLa CL3-4, BLA complementation, FRET ratio | Toll-like receptor 4 (Homo sapiens) + Myeloid differentiation primary response protein … | HeLa CL3-4 TLR4/MyD88 BLA complementation | inhibition, % at 8.4 µM | 0.18% of 200,000 active | AID 861, 2007; in the data active = inhibition above about 25%;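 also: 0% = vehicle and 100% = reference inhibitor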
Target sequence (O00206 whole entry, looked up): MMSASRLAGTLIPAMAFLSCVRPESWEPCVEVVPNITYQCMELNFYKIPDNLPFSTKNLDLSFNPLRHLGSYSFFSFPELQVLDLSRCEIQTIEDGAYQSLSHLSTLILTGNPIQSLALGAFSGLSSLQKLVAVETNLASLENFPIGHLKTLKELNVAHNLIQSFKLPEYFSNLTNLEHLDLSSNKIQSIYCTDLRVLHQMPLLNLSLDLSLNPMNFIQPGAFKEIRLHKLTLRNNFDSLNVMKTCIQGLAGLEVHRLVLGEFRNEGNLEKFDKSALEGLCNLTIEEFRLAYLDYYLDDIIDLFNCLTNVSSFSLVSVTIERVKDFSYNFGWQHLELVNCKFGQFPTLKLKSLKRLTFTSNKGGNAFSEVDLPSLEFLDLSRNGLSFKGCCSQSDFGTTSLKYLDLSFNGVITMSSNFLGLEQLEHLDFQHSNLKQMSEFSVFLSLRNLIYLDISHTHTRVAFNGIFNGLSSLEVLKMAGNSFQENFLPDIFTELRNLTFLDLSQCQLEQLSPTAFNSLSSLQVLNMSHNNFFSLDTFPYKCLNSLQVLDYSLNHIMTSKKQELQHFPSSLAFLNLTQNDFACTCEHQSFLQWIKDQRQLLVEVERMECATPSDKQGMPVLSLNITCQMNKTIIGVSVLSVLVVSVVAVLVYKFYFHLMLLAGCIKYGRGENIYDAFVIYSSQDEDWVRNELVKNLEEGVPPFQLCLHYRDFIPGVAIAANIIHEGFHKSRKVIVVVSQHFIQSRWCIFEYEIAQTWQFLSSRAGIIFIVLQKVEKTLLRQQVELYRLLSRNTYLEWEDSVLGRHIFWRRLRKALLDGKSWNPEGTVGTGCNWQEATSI
Target sequence (Q99836 whole entry, looked up): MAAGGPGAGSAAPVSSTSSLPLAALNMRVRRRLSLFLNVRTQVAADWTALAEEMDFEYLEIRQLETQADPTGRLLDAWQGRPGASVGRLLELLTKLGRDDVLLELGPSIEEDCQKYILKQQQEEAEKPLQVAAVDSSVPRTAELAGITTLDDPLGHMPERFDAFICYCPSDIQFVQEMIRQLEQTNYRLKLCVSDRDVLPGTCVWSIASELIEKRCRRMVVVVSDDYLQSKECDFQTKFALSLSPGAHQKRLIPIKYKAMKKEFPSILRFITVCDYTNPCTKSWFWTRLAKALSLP
FLuc act counter: FLuc activators, initial screening, artefact control for FLuc-dependent activation tests, biochemical, ATPlite luminescence; activation factor at 10 µM; ATPlite luciferase biochemical, 10 min; 0 = ATP-free wells, 1 = DMSO control; 200,000 tested, under 10 active;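 active = luciferase activation factor, scaled between plate controls, of at least 2 with compound at 10 µM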
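test system = cell-free luciferase reagent | medium = PBS as buffer for the ATP substrate | dosing = test compounds dosed from 2 mM stocks in 100% DMSO | incubation = 10 min at ambient temperature | detection = luminescence measurement of luciferase light output | benchmarks = low control with PBS replacing ATP, high control enzyme plus ATP without compound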
APP 5'UTR act: activators of APP 5'UTR luciferase reporter, primary screen, SH-SY5Y cells; SH-SY5Y APP 5'UTR luciferase reporter, luminescence; zero percent = DMSO vehicle wells; activation, % at 2 µM; 1% of 190,000 active;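 active = activation above a set limit, based on mean plus 3 SD of controls, cut at about 140% in these data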; also: values of inactives mirror those of a sister screen read the other way
Diaphorase act: compounds boosting diaphorase resazurin reduction – biochemical, uHTS, resorufin fluorescence, counter-screen for diaphorase-coupled primary assays, primary screen | Diaphorase/resazurin coupled assay, 16 min; hits give high values; 1 = vehicle wells, 0 = NADH-free wells | activation factor at 20 µM | 0.005% of 190,000 active;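 active = diaphorase activity raised at least twofold by the compound at 20 µM; inactive = activation factor below 2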
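Material: purified diaphorase enzyme from Clostridium kluyveri / Medium: HEPES pH 7.4 buffer with MgCl2 and Tween 20 / Schedule: enzyme reaction of 16 min at room temperature / Measured by: resorufin fluorescence, excitation 544 nm, emission 590 nm / Evaluation: rise in resorufin formation, marking diaphorase activation or chemical reduction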
APP 5UTR inh: inhibitors of APP translation via 5'UTR reporter, primary screen, APP 5'UTR luciferase, SH-SY5Y cells; 0.82% of 190,000 active; SH-SY5Y APP 5'UTR-luciferase reporter, luminescence; inhibition, % at 2 µM;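 active = inhibition above a set limit, derived from the sample mean plus 3 SD, cut at about 45% in these data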; also: values of inactives mirror those of a sister screen read the other way
STAT1 activator: STAT1 signaling activators, primary screen, cell-based, HTS, luciferase reporter; NIH 3T3 STAT1-luciferase reporter, IFN-gamma, luminescence; 100% = IFN-gamma alone, no compound; activation (% of control), % at 5.5 µM; 2.6% of 200,000 active;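 active = activation above the screen-wide mean activation plus 3 SD, cut at about 130% in these data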;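 also: raw ratio to IFN-gamma control signal so 100% means no change and 0% no light; values of inactives mirror those of a sister screen read the other way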
NF-kB expr up: activators of NF-kB expression in neurons, primary screen, cell-based, HTS | 1.6% of 190,000 active | human neuronal cells, NF-kB reporter expression; hits give high values | fold change at 12.5 µM; in the data active = fold change above about 3.3
Diaphorase inh: diaphorase inhibitors and chemical oxidizers, primary screen, counter-screen for diaphorase-coupled primary assays, biochemical, uHTS, resorufin fluorescence | diaphorase resazurin-to-resorufin fluorescence, NADH, 16 min; bacterial (C. kluyveri) enzyme, not human | inhibition, % at 20 µM | 0.69% of 190,000 active | AID 1217, 2008;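 active = primary screen inhibition at 20 µM above a set limit, cut at about 50% in these data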;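 also: plate controls were DMSO with full reaction for no effect and wells lacking NADH for full effect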
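Test system: Clostridium kluyveri diaphorase enzyme / Quantity: diaphorase at 0.14 U/mL in enzyme working solution / Incubation: 16-min room-temperature incubation before reading / Benchmarks: NADH-free wells as positive control, DMSO-only neutral wells / Signal: resorufin fluorescence 544/590 nm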
FLuc inh counter: firefly luciferase enzyme inhibitors, primary screen, artefact control for luciferase-based inhibitor screens, biochemical, luminescence, ATPLite; 10 min; inhibition, % at 10 µM; 1.5% of 200,000 active; AID 1006, 2008;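 active = inhibition above about 50% when tested at 10 µM, limit read from the data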
G6PDH CS: L. mesenteroides G6PDH inhibitors, counter-screen for G6PDH-coupled screening assays, biochemical, Leuconostoc mesenteroides enzyme; Purified L. mesenteroides G6PDH, diaphorase/resazurin coupled fluorescence, 45 min; inhibition, % at 5 µM; 0.12% of 200,000 active; AID 1020, 2008; in the data active = inhibition above about 50%
* = called active by the depositor; . = not tested or not shown.

No.	Molecule	FLuc inh counter	TLR4 MyD88 comp	STAT1 activator	G6PDH CS	APP 5'UTR act	FLuc act counter	NF-kB expr up	Diaphorase act	APP 5UTR inh	Diaphorase inh
1	O=C(Nc1ccccc1)Nc1nnc(CSCc2ccccc2Cl)s1	-6	-12	96	-6	-2	1.1	1.1	1	2	2
2	COC(=O)CCC(=O)N1CCCC(CO)(Cc2ccccc2C)C1 (centres undefined)	4	1	97	9	-11	1	1.1	.	11	.
3	COc1ccc(-c2cc(C(F)(F)F)nc(N3CCOCC3)n2)cc1	-2	-9	99	3	12	1	0.88	0.8	-12	25
4	CCN(CC)S(=O)(=O)c1cccc(C(=O)N[C@H](C(=O)Nc2nc3ccc(F)cc3s2)C(C)C)c1	-5	10	116	-15	17	1.1	1.3	0.7	-17	28
5	CC(C)(C)NC(=O)C1CC(=O)OC1(C)C (centres undefined)	0	-5	98	-2	-10	1	2.4	0.9	10	8
6	CC(C)=CCN1CCN(CCC2=C(C)CCCC2(C)C)CC1CCO (centres undefined)	-6	-5	98	7	-11	1.1	0.91	1	11	4
7	Cc1ccc(S(=O)(=O)N2CC(O)CC2C(=O)OCC(=O)c2ccccc2Cl)cc1C (centres undefined)	-4	-4	102	2	14	1	1.2	0.9	-14	14
8	CC(CCc1ccccc1)NC(=O)c1ccc(Cl)nc1 (centres undefined)	-3	-13	101	6	-1	1	1.2	0.9	2	11
9	O=S(=O)(c1ccccc1)N1CCC2(CC1)CO2	5	-12	104	25	-17	1	.	1	17	-3
10	CN(CCCNC(=O)CN1C(=O)CC(C)(C)S(=O)(=O)c2ccccc21)C1CCCCC1	3	-2	99	25	-5	1	1.2	1	5	-2
11	O=C(c1cc2nc(-c3ccco3)cc(C(F)(F)F)n2n1)N1CCN(Cc2ccccc2)CC1	-1	0	105	1	4	1	0.7	0.9	-4	13
12	COc1ccc(-c2onc(C)c2-c2cscn2)c(O)c1	-4	-16	97	2	11	1	0.87	0.9	-11	8
13	COc1ccc(Nc2nc(-c3sc(NC(C)=O)nc3C)cs2)cc1	1	0	97	7	24	1	0.67	0.8	-24	16
14	CCOC(=O)c1ccc(NC(=S)Nc2ccc(C)cc2)cc1	-2	2	102	24	25	1	1	0.9	-25	5
15	O=C(/C=N/O)NCCCN1CCOCC1	-5	8	102	0	5	1	0.94	1.1	-5	-8
16	O=C(CNC(=O)c1cccc(OC(F)F)c1)OCn1nnc2ccccc2c1=O	-4	-5	102	-1	-16	1	0.97	1.1	16	-10
17	CC(C)COC(=O)C(N)C(C(=O)OCC(C)C)c1ccccc1 (centres undefined)	-9	-7	96	0	-8	1.1	1.4	0.9	8	13
18	O=C(NCc1ccc(F)cc1)C(=O)NCC1OCCN1C(=O)c1cccs1 (centres undefined)	-7	-5	100	-6	-8	1.1	1.1	0.9	8	8
19	O=C(COc1ccc(Cl)cc1Cl)NNC(=S)Nc1ccc(F)cc1	-6	14	101	4	-11	1.1	0.91	0.8	11	18
20	C=CCNC(=O)c1ccc(OC2CCN(S(=O)(=O)N(C)C)CC2)cc1	0	-4	128	21	77	1	2.2	0.9	-77	12
21	CCOC(=O)c1cnc2ccc(C)cc2c1Nc1ccc(N2CCOCC2)cc1	-3	-4	86	-42	-6	1	0.32	0.7	6	29
22	Cc1sc2nc(CN3CCOCC3)[nH]c(=O)c2c1-c1ccccc1	-3	0	100	1	16	1	1.1	1	-16	4
23	O=C(Nc1nnc(-c2ccc(Cl)cc2)o1)Nc1ccccc1Cl	0	0	101	11	-6	1	1.8	0.9	6	14
24	CCOC(=O)C1CCCN(S(=O)(=O)c2cc(OCC(N)=O)c(C)cc2Cl)C1 (centres undefined)	-1	-9	99	11	4	1	1.2	1	-4	-1
25	CC1(C)NC(C)(C)/C(=C\c2cccs2)C(=O)C1=O	-6	-3	85	6	-14	1.1	1.1	1	14	3
26	O=C1c2ccccc2C(O)N1Cc1ccc2c(c1)OCO2 (centres undefined)	-10	-4	106	7	-5	1.1	1.1	0.9	5	7
27	Cn1c(=O)c2c3c(sc2n2cnnc12)CCC3	-2	-14	93	10	-1	1	1	1	1	4
28	S=C(Nc1ccccc1)Nc1nc2ccccc2n1CCOc1ccccc1	-9	-6	104	0	1	1.1	1.3	0.9	-2	9
29	CC(C)Cn1c(-c2cccs2)nc2ccccc21	-5	-3	104	-2	-6	1	0.98	0.9	6	5
30	CCOc1ccc(NC(=O)c2ccc(NC(=O)COC(=O)Cc3ccc(OC)cc3)cc2)cc1	-5	7	136*	7	107	1.1	1.7	1.1	-107	-12
31	C=CCN1C(=O)C(O)(CC(=O)c2ccc(-n3cccc3)cc2)c2ccccc21 (centres undefined)	3	-1	92	2	3	1	1	0.9	-3	14
32	COc1ccc(-c2cc(-c3cccs3)nc(OC)c2C#N)cc1OC	0	-8	102	-36	-5	1	1.1	0.9	5	13
33	O=C(CNC(=O)c1cccc(F)c1)N/N=C/c1cc(Br)ccc1OC(=O)/C=C/c1ccco1	-6	10	97	3	-53	1.1	1.1	0.8	52*	24
34	COCC(C)NC(=O)CSc1nc2ccccc2n1CCc1ccccc1 (centres undefined)	-5	5	104	-2	-5	1	1.2	1.1	6	-6
35	CCN1C2=NCCCN2c2ccccc21	-6	-26	101	8	-17	1.1	1.1	0.9	17	7
36	CC(C)(C)c1cc(OC(=O)c2ccccc2F)ccc1O	-6	-6	85	30	18	1.1	1.6	0.7	-18	30
37	C=CCn1c(C)cc(C(=O)CSc2ccc(NC(C)=O)cc2)c1C	3	-3	122	-4	76	1	0.96	0.9	-76	10
38	Cc1nn(CCCC(=O)Nc2ccc(Br)cc2F)c(C)c1[N+](=O)[O-]	0	9	99	0	19	1	0.89	0.8	-20	21
39	Cc1[nH]oc(=O)c1N=Nc1c(Cl)cccc1Cl	-6	2	104	1	-8	1.1	1.2	0.9	8	7
40	CCOc1ccc(-c2n[nH]c(C)c2Oc2ccccc2OC)c(O)c1	-1	1	100	8	13	1	0.95	0.8	-13	15
41	COc1ccc(C(=O)N/N=C/c2ccc(OC)c(CSc3ccccn3)c2)cc1	1	5	103	10	6	1	0.95	0.8	-6	20
42	COc1ccc(CCN=C(C)C2=C(O)C(c3ccccc3)OC2=O)cc1OC (centres undefined)	-4	-7	97	4	7	1	0.99	0.9	-7	6
43	CNCCC1Sc2ccccc2Oc2ccccc21 (centres undefined)	-6	5	99	5	-28	1.1	0.94	1	28	4
44	COc1ccc(-n2c(C)cc(C(=O)COC(=O)c3cc(NC(=O)c4cccs4)c(OC)c(OC)c3)c2C)cc1	-4	7	98	-31	4	1	1	0.8	-4	18
45	O=C(NC1CCCCCC1)c1cccc(N2CCCC2=O)c1	8	4	130*	-6	118	0.9	3.3	1	-118	-4
46	O=C(CSc1ncccn1)N1CCN(Cc2ccccc2)CC1	-5	10	101	0	-19	1.1	1.1	0.9	19	13
47	CC(C)OC(=O)c1c(NC(=O)Cn2cnc([N+](=O)[O-])n2)sc2c1CCCC2	-8	0	93	-24	6	1.1	1.1	0.7	-6	28
48	CS(=O)(=O)c1nc(S(=O)(=O)c2ccc(Cl)cc2)c(NCc2ccccn2)s1	-4	4	89	-2	11	1	1.1	0.9	-11	8
49	O=C(CNS(=O)(=O)c1ccccc1)N1CCCC1	-3	-2	100	7	10	1	1.3	0.8	-10	24
50	CCOC(=O)c1cnc(-c2ccccc2)nc1-c1ccccc1	0	-7	109	8	-17	1	1.4	0.9	17	14
51	CCNC(=O)COC(=O)c1ccc(S(=O)(=O)N2CCCCCC2)cc1	-5	12	101	4	2	1	1.1	0.9	-2	14
52	COC(=O)c1ccc2c(=O)n(CCO)c(=S)[nH]c2c1	-8	0	97	-14	5	1.1	1.9	0.8	-5	22
53	O=C(CC1(O)C(=O)N(CN2CCOCC2)c2ccccc21)c1ccccc1 (centres undefined)	-3	8	101	30	-2	1	1	0.9	2	7
54	CCc1cccc(NC(=O)Cc2ccc(OC)c(OC)c2)c1	-5	-1	88	-2	2	1.1	0.83	0.9	-2	11
55	O=c1cc(N2CCCCC2)c(-c2ccccc2)nn1Cc1ccc(Cl)cc1	-11	4	90	7	-1	1.1	0.97	0.8	1	21
56	COc1ccccc1N1CCN(C(=O)c2ccc3c(Cl)c4c(nc3c2)CCCC4)CC1	-11	1	102	14	22	1.1	0.99	0.7	-22	31
57	O=C(c1ccc2ccccc2c1)C1CCCN(C(=O)CN2C(=O)CSC2=O)C1 (centres undefined)	-4	-5	111	14	10	1	0.97	1.1	-10	-14
58	CCCCC(=O)OCC(=O)c1cc(C)n(-c2c(C)n(C)n(-c3ccccc3)c2=O)c1C	-3	-4	96	3	9	1	1.3	0.9	-9	5
59	Cc1ccc(-c2cc(C(=O)OCC(=O)Nc3cc(C)on3)c3ccccc3n2)c(C)c1	-5	15	94	3	35	1.1	0.86	0.8	-35	22
60	COc1ccc(-n2c(=O)c3ccccc3n(CC(=O)Nc3cc(C)on3)c2=O)cc1OC	2	-7	109	8	-3	1	1.2	0.9	3	8
61	COc1ccc(-c2nc3c(n2O)CCC/C3=N\O)cc1	5	11	106	10	37	0.9	1.4	0.9	-37	12

Shown screen by screen: 6 of the compounds above
49) O=C(CNS(=O)(=O)c1ccccc1)N1CCCC1
60) COc1ccc(-n2c(=O)c3ccccc3n(CC(=O)Nc3cc(C)on3)c2=O)cc1OC
59) Cc1ccc(-c2cc(C(=O)OCC(=O)Nc3cc(C)on3)c3ccccc3n2)c(C)c1
53) O=C(CC1(O)C(=O)N(CN2CCOCC2)c2ccccc21)c1ccccc1 (centres undefined)
57) O=C(c1ccc2ccccc2c1)C1CCCN(C(=O)CN2C(=O)CSC2=O)C1 (centres undefined)
61) COc1ccc(-c2nc3c(n2O)CCC/C3=N\O)cc1
assay / compound	49	60	59	53	57	61
FLuc inh counter	-3	2	-5	-3	-4	5
TLR4 MyD88 comp	-2	-7	15	8	-5	11
STAT1 activator	100	109	94	101	111	106
G6PDH CS	7	8	3	30	14	10
APP 5'UTR act	10	-3	35	-2	10	37
FLuc act counter	1	1	1.1	1	1	0.9
NF-kB expr up	1.3	1.2	0.86	1	0.97	1.4
Diaphorase act	0.8	0.9	0.8	0.9	1.1	0.9
APP 5UTR inh	-10	3	-35	2	-10	-37
Diaphorase inh	24	8	22	7	-14	12
